MBD2 inh = inhibitors of MBD2 binding to methylated DNA, primary screen, biochemical, TR-FRET, DNA-binding domain, human; Methyl-CpG-binding domain protein 2 (Homo sapiens), Q9UBB5; inhibition, % at 4.4 µM; MBD2 binding to methylated oligonucleotide; AID 686964, 2013; 370,000 tested, 0.31% active; in the data active means inhibition above about 13%
NPR2 activator = human GC-B receptor activators, primary screen, HEK293 GC-B cells, cGMP TR-FRET, EC30 CNP | Atrial natriuretic peptide receptor 2 (Homo sapiens), P20594 | 0% at EC30 CNP, 100% saturating CNP | activation, % at 10 µM | 370,000 tested, 0.11% active | AID 1920062, 2024;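 active means activation at 10 µM reaching about 35% in either raw or pattern-adjusted values, limit read from the data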
PRMT1 inh = PRMT1 methyltransferase inhibitors, primary screen, biochemical, fluorescence polarization; recombinant PRMT1, activity-based probe fluorescence polarization; AID 652257, 2013; inhibition, % at 2.79 µM; 370,000 tested, 1.3% active;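 active means inhibition above about 21% made by adding two undisclosed values, limit read from the data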
Target sequence (Q99873 whole entry, looked up): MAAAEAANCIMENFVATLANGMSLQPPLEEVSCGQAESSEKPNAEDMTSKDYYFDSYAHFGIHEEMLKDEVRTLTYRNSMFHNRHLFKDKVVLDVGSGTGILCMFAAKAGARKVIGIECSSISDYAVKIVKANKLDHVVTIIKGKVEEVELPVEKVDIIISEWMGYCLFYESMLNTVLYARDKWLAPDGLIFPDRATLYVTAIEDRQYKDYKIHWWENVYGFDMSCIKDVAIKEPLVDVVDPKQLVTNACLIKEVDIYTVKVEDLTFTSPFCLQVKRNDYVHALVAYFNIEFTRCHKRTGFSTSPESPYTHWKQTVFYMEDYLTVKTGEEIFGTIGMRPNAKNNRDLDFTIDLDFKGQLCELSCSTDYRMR
SIAE primary = human SIAE inhibitors, primary screen, biochemical, fluorescence polarization, FP-Rh probe, 1536-well HTS; SIAE FP-Rh probe binding; inhibition, % at 9.66 µM; 370,000 tested, 0.69% active;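 active means inhibition above a cutoff: mean of compounds within the control limits plus 3 SD of those, cut at about 17% in these data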;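 further: 0% = plate median of compound wells and 100% = probe without SIAE protein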
TCR-CD3 inh = inhibitors of human TCR-CD3 interaction, primary screen, biochemical, fluorescence, TAMRA-labeled TCR probe; AID 651800, 2012; inhibition, % at 9.4 µM; 360,000 tested, 0.37% active; in the data active means inhibition above about 19%;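 further: recombinant mutant TCR 2C K166C tagged with TAMRA read by polarization; 0% = receptor in buffer alone and 100% = receptor with positive control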
NPR1 activator = GC-A stimulated cGMP production enhancers – HEK293 GC-A cells, cGMP TR-FRET, EC30 ANP, primary screen; Atrial natriuretic peptide receptor 1 (Homo sapiens), P16066; 0% at EC30 ANP, 100% saturating ANP; activation, % at 10 µM; 370,000 tested, 0.14% active; AID 1671463, 2021; in the data active means activation above about 40%
UHRF1 MBD2 ctr = UHRF1 methylated DNA binding inhibitors, primary screen, counter-screen for MBD2 inhibitor project, biochemical, TR-FRET, human UHRF1, single concentration | E3 ubiquitin-protein ligase UHRF1 (Homo sapiens), Q96T88 | UHRF1 binding to methylated oligo | inhibition, % at 4.4 µM | 370,000 tested, 0.75% active; in the data active means inhibition above about 21%;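 further: UHRF1 SRA domain binding a hemimethylated CpG hairpin DNA probe; 0% = median of test compound wells and 100% = reference inhibitor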
rCAG RNA binder = binders of r(CAG) RNA repeats, primary screen, biochemical, fluorescence; r(CAG) RNA repeat, TO-PRO-1 dye displacement fluorescence; inhibition, % at 3 µM; 370,000 tested, 1.3% active; AID 651821, 2012;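 active means inhibition above the plate cutoff, the mean of all test compounds on that plate plus 3 SD, cut at about 35% in these data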;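 further: 0% = DMSO alone and 100% = 100 µM mitoxantrone as full dye displacement; higher means more dye released from RNA so lower well fluorescence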
ABHD4 inh = ABHD4 inhibitors, primary screen, biochemical, fluorescence polarization, mouse. purified mABHD4, FP-Rh probe fluorescence polarization. 370,000 tested, 0.54% active. inhibition, % at 8.92 µM. (Lyso)-N-acylphosphatidylethanolamine lipase (Mus musculus), Q8VD66. AID 720543, 2013;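 active means inhibition exceeding the mean over every tested compound plus 3 SD, cut at about 30% in these data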;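 further: 0% = plate median of compound wells and 100% = S159A mutant with DMSO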
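Assay system: Wild-type mouse ABHD4 protein | Medium: HEPES pH 7.0 buffer, 150 mM NaCl, 0.01% Pluronic F-127 | Incubation: Enzyme–compound pre-incubation 45 min, then probe 60 min, both 25 °C | Technique: Fluorescence polarization with parallel and perpendicular emission, 525/598 nm | Evaluation: % inhibition of FP-Rh probe binding versus controls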
HTRA1 inh = HTRA1 serine protease inhibitors, primary screen, biochemical, fluorescence polarization, HTS | Q92743 | recombinant HTRA1, FP-rhodamine activity-based probe | inhibition, % at 5.96 µM | 340,000 tested, 0.5% active; in the data active means inhibition above about 36%;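 further: 0% = enzyme with DMSO and 100% = wells lacking enzyme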
Target sequence (Q92743 whole entry, looked up): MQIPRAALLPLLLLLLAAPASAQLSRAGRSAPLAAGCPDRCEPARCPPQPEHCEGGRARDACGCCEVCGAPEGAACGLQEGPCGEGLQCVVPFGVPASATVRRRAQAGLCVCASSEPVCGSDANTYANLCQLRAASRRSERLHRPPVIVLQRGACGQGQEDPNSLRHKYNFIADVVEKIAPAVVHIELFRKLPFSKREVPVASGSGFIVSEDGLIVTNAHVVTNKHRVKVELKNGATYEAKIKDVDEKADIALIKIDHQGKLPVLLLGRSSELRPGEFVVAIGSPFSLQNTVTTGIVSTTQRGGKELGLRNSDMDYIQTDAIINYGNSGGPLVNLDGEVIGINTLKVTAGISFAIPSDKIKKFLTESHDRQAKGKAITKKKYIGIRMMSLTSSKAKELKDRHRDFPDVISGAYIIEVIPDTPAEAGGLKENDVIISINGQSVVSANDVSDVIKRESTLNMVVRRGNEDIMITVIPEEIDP
* hit, by the source's call; · = not tested or not shown. An excerpt. The share of hits here may be higher or lower than overall.

Sequence of screens: MBD2 inh, NPR2 activator, PRMT1 inh, SIAE primary, TCR-CD3 inh, NPR1 activator, UHRF1 MBD2 ctr, rCAG RNA binder, ABHD4 inh, HTRA1 inh
1) COc1ccc(OC)c(-c2nnc(SCC(=O)N3CCCc4ccccc43)o2)c1
→ -2, -8, 1, -1, 1, -2, -3, -7, -2, -1
2) CCOc1ccc(/C=C/C(=O)c2cc(Br)ccc(=O)c2O)cc1
→ 0, -1, 10, 16, 10, 0, 0, 61*, 23, 51*
3) COc1cc(C(=O)N/N=C/c2ccc(OC)c(CN3CCN(c4ccc(F)cc4)CC3)c2)ccc1O
→ -11, -6, -1, 7, 5, -8, 0, 8, -7, -7
4) O=C(Nc1ccc2c(c1)OCO2)C(c1ccccc1)N1CCC2(CC1)OCCO2 (centres undefined)
→ -1, -3, 1, 1, -3, 2, -1, -7, 7, -2
5) CC1CCC2C(=O)N(c3ccc(C(=O)NCc4ccccc4)cc3)C(=O)C2C1 (centres undefined)
→ 1, -4, -1, 2, 1, 2, 3, 0, -2, -7
6) Cc1nn(CC(=O)c2ccc(Cl)cc2Cl)c(C)[n+]1N
→ 0, 4, 1, 7, 3, 4, -2, 0, 2, 3
7) CCC(=O)Nc1ccccc1C(=O)N1CCCC1
→ 2, 2, -4, 16, 7, 1, -1, 4, 3, 5
8) CC[C@H](C)[C@H]1CNC(=S)N1CC1CCN(CC)CC1
→ -1, -1, 0, 1, -5, 0, 2, 1, 5, 1
9) Oc1ccc(Br)cc1CNc1nccs1
→ -1, -6, 0, -1, 6, -14, 0, 1, -2, -2
10) O=C(c1cc2ccccc2oc1=O)N1CCN(c2ccc(N3CCOCC3)nn2)CC1
→ -2, -3, -1, -2, 1, -2, 1, 3, 2, -5
11) CN(C)C(CNC(=O)CCc1nc2cc(Cl)ccc2n(Cc2ccccc2)c1=O)c1ccccc1 (centres undefined)
→ 2, -11, 0, -3, -3, -23, -5, -5, -2, -33
12) Fc1ccc(CSc2nnc(-c3cccnc3)n2Cc2ccco2)cc1
→ 1, -6, 5, -2, 3, -2, -3, -1, 4, 2
13) COc1ccccc1Cn1c(=S)[nH]c2cc(C(=O)NCCN(C)C)ccc2c1=O
→ 0, -6, 1, -4, 2, 9, -2, 4, -1, -5
14) COc1ccc(C2C(C(C)=O)=C(O)C(=O)N2c2nc3ccccc3s2)cc1OC (centres undefined)
→ 1, -3, -3, 0, 2, -4, -1, 25, -1, -5
15) O=[N+]([O-])c1cccnc1N1CCOCC1
→ -5, 3, 1, 12, 11, 2, -4, 2, 7, 4
16) CCOc1ccc(-n2c(=O)[nH]cc(C(=O)N3CCCc4ccccc43)c2=O)cc1
→ 2, 7, 3, -6, -5, 4, 2, -2, -2, 6
17) CN(C)CCC(C(=O)c1ccccc1)c1ccncc1 (centres undefined)
→ -5, -3, -3, 1, -1, -2, -1, 2, 3, 5
18) Cc1ccc(C)c(OCc2cc(C(=O)N3CCN(C(=O)c4ccco4)CC3)no2)c1
→ 0, -6, 4, -5, 3, -4, 4, -9, -8, -10
19) C=CCC(O)(CCN1CCCCC1)c1ccccc1 (centres undefined)
→ 2, 1, 1, -1, 6, 4, 15, 4, -1, 6
20) CCCCNC(=O)c1oc2ccc(S(=O)(=O)N3CCCC3)cc2c1C
→ 0, 6, 0, 0, -3, 7, -1, -3, 0, -7
21) O=C(OCC(=O)N1CCOCC1)c1ccc2ccccc2c1
→ 2, 0, 1, 0, -7, 2, -2, 2, -7, -4
22) O=C(Nc1nnc(-c2ccc(Cl)cc2)o1)c1cccc(N2C(=O)CCC2=O)c1
→ 6, 3, -1, -1, 0, 3, 4, 6, 6, 2
23) Cc1cc(C)n2nc(CNS(=O)(=O)c3ccc(C(C)(C)C)cc3)nc2n1
→ 6, 2, 9, -3, -13, 1, 2, 0, -8, ·
24) COC(=O)c1[nH]nc2c1C(=O)N(Cc1ccccc1)C2=O
→ 1, 3, 0, 6, 1, 3, -1, 1, 5, 7
25) Cc1ccccc1Cn1c(C)c(C(=O)NCCC#N)sc1=O
→ -7, -8, 0, 4, 9, 2, -3, 1, 2, ·
26) O=C(NCCCCCCCCCNC(=O)C(F)(F)F)C(F)(F)F
→ 2, 1, 1, 2, -1, -3, 2, -7, 4, 2
27) CCCCn1c(NCc2cccs2)nc2ccccc21
→ -6, -3, -1, 4, 2, -10, 1, -4, 2, -1
28) O=C(/C=C(\Nc1cccc(OC(F)F)c1)c1ccccc1)c1ccccc1
→ 0, -2, 2, -1, -3, 1, -1, 3, -6, ·
29) COc1ccc(C(=O)NCCNc2nc3cc(C)c(C)cc3cc2C)cc1
→ 0, -6, -2, 7, 5, 0, -1, 1, 2, -6
30) CC1CCN(S(=O)(=O)c2cccc(-c3csc(-c4cccnc4)n3)c2)CC1
→ 3, -5, 1, -6, -3, -1, -2, 11, -12, -41
31) CN1CCc2c(sc(/N=C/c3c[nH]c4ccccc34)c2C(N)=O)C1
→ 1, -4, 1, -8, -7, 3, -4, 3, -7, ·
32) CC1CCc2c(nc3ncnn3c2NCCc2ccccc2F)C1 (centres undefined)
→ 7, 3, 4, -9, -5, 7, 1, -6, -12, 7
33) COc1ccc(OC)c(C(=O)c2ccc(C(=O)N3CCN(Cc4csc(C)n4)CC3)cc2)c1
→ 6, 1, 0, -1, -4, 5, 4, -10, 4, ·
34) Cc1ccc(CNC(=O)c2cc(=O)c3ccccc3o2)cc1
→ 2, -2, 5, -2, -1, -2, -2, -1, 4, -8
35) O=C(Nc1oc2ccccc2c(=O)c1-c1ccc2c(c1)OCO2)c1ccco1
→ 0, 0, -6, 1, -7, -2, 2, 3, -5, -2
36) CCN(CC)P(=O)(Nc1ccc(C)cc1Br)c1ccc(N(C)C)cc1NC(=O)c1ccco1 (centres undefined)
→ 0, 0, -2, 7, 1, -7, 4, 1, 0, -49
37) CC(C)C(c1nnnn1C1CCCC1)N1CCC(C(N)=O)CC1 (centres undefined)
→ 2, 6, 2, 8, 3, 3, 4, -2, 3, 4
38) CC1CCN(CCCNC(=O)CCc2nnc3n(CCc4ccccc4)c(=O)c4ccccc4n23)CC1
→ 3, -7, -4, -6, 7, -1, 8, -1, -5, 2
39) Cn1cc(Br)c(C(=O)NNC(=O)c2ccccc2)n1
→ -5, -3, -2, 4, 0, 1, -4, 1, 8, -11
40) O=C(Nc1cc(S(=O)(=O)N2CCOCC2)ccc1N1CCCC1)c1ccccc1C(F)(F)F
→ 7, 6, -5, 0, 1, -2, 12, 5, -2, ·
41) COc1ccc(CN(C(=O)CSc2nnc(-c3c[nH]c4ccccc34)o2)c2ccc(F)cc2)cc1OC
→ -2, -15, 0, -12, 2, -19, 1, 9, -26, -67
42) Fc1ccc(F)c(Cn2ccc3ccc(-c4ccc5ccn(Cc6cc(F)ccc6F)c5c4)cc32)c1
→ -5, -5, -1, 0, ·, 0, 0, 4, -2, ·
43) Cc1nc(=O)cc(-c2ccccc2)n1-c1ccccc1
→ -3, 4, 1, 1, -1, -3, -5, -2, 5, 5
44) Cc1ccc(C(O)c2ncc(-c3ccccc3C)[nH]2)cc1F (centres undefined)
→ 5, -1, 4, 5, 0, 1, 1, 1, 4, ·
45) CN(CCO)C(=O)c1cccc2c1-c1ccccc1C2=O
→ -4, 7, -1, 8, 8, 7, -1, -2, 1, -2

Sorted by formula weight (rising): part of the list above.
Sequence of screens: MBD2 inh, NPR2 activator, PRMT1 inh, SIAE primary, TCR-CD3 inh, NPR1 activator, UHRF1 MBD2 ctr, rCAG RNA binder, ABHD4 inh, HTRA1 inh
43) Cc1nc(=O)cc(-c2ccccc2)n1-c1ccccc1
→ -3, 4, 1, 1, -1, -3, -5, -2, 5, 5
14) COc1ccc(C2C(C(C)=O)=C(O)C(=O)N2c2nc3ccccc3s2)cc1OC (centres undefined)
→ 1, -3, -3, 0, 2, -4, -1, 25, -1, -5
10) O=C(c1cc2ccccc2oc1=O)N1CCN(c2ccc(N3CCOCC3)nn2)CC1
→ -2, -3, -1, -2, 1, -2, 1, 3, 2, -5

The results go on.
Sequence of screens: MBD2 inh, NPR2 activator, PRMT1 inh, SIAE primary, TCR-CD3 inh, NPR1 activator, UHRF1 MBD2 ctr, rCAG RNA binder, ABHD4 inh, HTRA1 inh
46) CCOc1cccc(CN2CCN(Cc3ccc(C)o3)C(CCO)C2)c1O (centres undefined)
→ 3, 0, -1, -7, 4, 1, 0, -7, -9, 1
47) COC(=O)[C@]12C[C@H](CC(=O)N3CCN(C(=O)C4CC4)CC3)C(=O)N(Cc3ccc4c(c3)OCO4)C1=C[C@H](C(C)(C)C)O[C@@H]2C
→ -4, 8, -2, 0, 3, 2, 0, 2, 8, ·
48) COCCn1c(-c2ccccc2F)n[nH]c1=S
→ 3, -4, -2, -4, 4, -3, -4, 0, -10, 5
49) Cc1cccc(C)c1NC(=O)CCCSc1nnc(-c2ccc(Cl)cc2)n1-c1ccccc1
→ 0, 13, -1, 0, 13, 3, -2, -4, -10, -10
50) CC(C)C(C(=O)NCc1ccco1)N(Cc1ccco1)C(=O)CNS(=O)(=O)c1ccc(F)cc1 (centres undefined)
→ 2, -2, 1, -2, -4, 1, -2, -2, -4, -3
51) Cc1ccc(C)c(S(=O)(=O)N2CCC3(CC2)OCCO3)c1
→ 5, 0, 2, 5, -8, 1, 1, -7, -7, -2
52) O=C(COC(=O)c1ccccc1OC(F)F)Nc1ccc(N2CCCCC2)cc1
→ 3, 0, -2, 7, 0, -1, -3, 1, 2, 3
53) CSc1nc(C)c(C(=O)C[n+]2ccccc2C)cc1C#N
→ -5, 0, 0, 0, 6, -3, -2, 1, 0, 5
54) Cc1cc(Br)ccc1NC(=O)CCN1C(=O)c2ccncc2C1=O
→ -1, -4, 0, 5, 4, -2, 2, 1, 7, -1
55) CC1CCCCC12NC(=O)N(CC(=O)OCc1c(F)cccc1Cl)C2=O (centres undefined)
→ -2, -2, 5, -3, 1, 1, -1, -2, 5, -4
56) O=C(Nc1ccc(CN2CCOCC2)cc1)c1cccc(F)c1
→ -2, 2, 0, 9, -1, 2, 8, 3, -6, 2
57) COc1ccccc1NC(=O)c1c(NC(=O)c2ccco2)sc2c1CCC2
→ 3, -4, 0, -5, -1, -2, -6, 14, -2, -14
58) Cc1ccc(C(=O)Nc2cc(C)nn2CCC#N)cc1
→ 4, -5, 5, 3, 4, 2, -2, 3, 2, 8

Screening data from PubChem.
